SR-BI DiI-HDL act: SR-BI HDL lipid transfer activation; activation, % at 12.5 µM; actives 0.096% (n = 320,000); CHO ldlA[mSR-BI] cells, DiI-HDL uptake fluorescence, 3 h; 100 = double the neutral-control signal;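 active = mean replicate activation of at least 60% and every replicate at or above 60%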;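 note: 0% = median plate neutral-control signal and 100% = twice that signal; values of inactives mirror those of a sister screen read the other way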
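Test system: SR-BI-overexpressing, LDLR-lacking CHO cells; Medium: Ham's F12 with 0.5% BSA, HEPES 25 mM, pH 7.4; Schedule: 3 h, 37 °C; Technique: bottom-read fluorescence, 550/595 nm.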
CAL PDZ FP-1: inhibitors of human CAL PDZ peptide binding. actives 0.92% (n = 300,000). inhibition, % at 24.9 µM. purified CAL PDZ, TMR-peptide fluorescence polarization, 1 h. AID 602252;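 active = mean inhibition of at least 30% with at least half of replicates also reaching 30%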;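 note: 0% = DMSO neutral control and 100% = excess unlabeled competitor peptide PRC23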
dFosB act: enhances mouse delta FosB homodimer DNA binding; AID 493131; activation, % at 25 µM; purified delta FosB, TAMRA-CDK5 oligo fluorescence polarization; percent of positive-control signal above neutral wells; P13346; actives 0.99% (n = 340,000);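 active = mean activation above about 17%, with every replicate also reaching it, limit read from the data, passing the limit was not always enough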;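 note: fluorescence polarization rise as delta FosB binds a TAMRA Cdk5 AP-1 oligo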
Target sequence (P13346 whole entry, looked up): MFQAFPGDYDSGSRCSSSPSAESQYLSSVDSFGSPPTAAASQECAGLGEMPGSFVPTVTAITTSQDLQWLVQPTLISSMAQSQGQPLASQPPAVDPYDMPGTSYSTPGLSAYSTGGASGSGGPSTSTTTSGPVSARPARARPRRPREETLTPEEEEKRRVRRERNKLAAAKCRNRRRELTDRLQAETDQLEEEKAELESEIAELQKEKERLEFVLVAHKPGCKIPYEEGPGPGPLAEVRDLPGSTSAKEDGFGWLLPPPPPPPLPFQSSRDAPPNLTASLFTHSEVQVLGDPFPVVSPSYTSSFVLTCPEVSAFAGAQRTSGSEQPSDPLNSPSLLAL
PvdQ inh: P. aeruginosa PvdQ acylase inhibition | inhibition, % at 10 µM | actives 0.063% (n = 340,000) | purified PvdQ acylase, fluorescence plate reader; in the data active = inhibition above about 30%, passing the limit was not always enough;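 note: 0% = vehicle neutral wells and 100% = reference inhibitor wells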
MITF act: MITF TRPM1 promoter activation in melanoma cells; SK-MEL-5 TRPM1-promoter luciferase, 24 h; % of positive control, neutral wells = 0; activation, % at 12.5 µM; actives 0.75% (n = 300,000); AID 588334;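 active = mean activation of at least 80% with every replicate also reaching 80%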;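 note: 0% = neutral control wells and 100% = parthenolide positive control wells; values of inactives mirror those of a sister screen read the other way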
SR-BI HDL uptake: inhibitors of mouse SR-BI mediated HDL lipid uptake; inhibition, % at 12.5 µM; actives 0.96% (n = 320,000); AID 488896; ldlA[mSR-BI] CHO cells, DiI-HDL uptake fluorescence, 3 h;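 active = mean replicate inhibition of at least 70% and a set share of replicates each scoring 70 or more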;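 note: 0% = median of neutral control wells and 100% = median of positive control wells; values of inactives mirror those of a sister screen read the other way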
CAL PDZ FP-2: blocks peptide binding to human CAL PDZ domain. inhibition, % at 20 µM. Q9HD26. AID 504414. actives 0.02% (n = 330,000). purified CAL PDZ, TMR-peptide fluorescence polarization, 1 h;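 active = highest replicate inhibition of at least 40%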;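 note: plate controls were DMSO neutral control wells for no effect and unlabeled competitor peptide control wells for full effect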
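Read-out basis: mP drop reported as inhibition | Assay system: Tagged CAL PDZ protein CerCALP, purified | Benchmarks: Unlabelled peptide for full inhibition, DMSO wells as neutral | Schedule: 1 h incubation at room temperature before polarization reading | Buffer or medium: Sodium phosphate/NaCl buffer pH 7.4 with TCEP, IgG, Thesit | Doses: Single point, 20 µM | Measured by: Fluorescence polarization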
PfHsp90 yeast 2: reduces growth (ATP signal) of yeast expressing P. falciparum Hsp90 | actives 0.32% (n = 310,000) | inhibition, % at 9.4 µM | S. cerevisiae expressing PfHsp90, BacTiter-Glo ATP, 48 h; yeast lacking PDR1 and PDR3 efflux regulators;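 active = every replicate shows inhibition above about 80%, whatever the replicate mean, limit read from the data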;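 note: 0% = DMSO neutral controls and 100% = 20 µM radicicol positive controls; yeast relying on Plasmodium falciparum Hsp90 in place of its own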
NSD2 inh: inhibitors of human histone methyltransferase NSD2. O96028. NSD2 peptide methylation, AlphaScreen, 120 min. inhibition, % at 12.5 µM. actives 0.54% (n = 310,000). AID 743445; in the data active = inhibition above about 50%
Rtt109 Vps75: blocks Candida albicans Rtt109/Vps75 acetyltransferase activity. Q5AAJ8. purified Rtt109/Vps75, ThioGlo CoA-SH fluorescence, 4 h. actives 0.16% (n = 330,000). inhibition, % at 34.9 µM;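 active = inhibition of at least 50% in every replicate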
Target sequence (Q5AAJ8 whole entry, looked up): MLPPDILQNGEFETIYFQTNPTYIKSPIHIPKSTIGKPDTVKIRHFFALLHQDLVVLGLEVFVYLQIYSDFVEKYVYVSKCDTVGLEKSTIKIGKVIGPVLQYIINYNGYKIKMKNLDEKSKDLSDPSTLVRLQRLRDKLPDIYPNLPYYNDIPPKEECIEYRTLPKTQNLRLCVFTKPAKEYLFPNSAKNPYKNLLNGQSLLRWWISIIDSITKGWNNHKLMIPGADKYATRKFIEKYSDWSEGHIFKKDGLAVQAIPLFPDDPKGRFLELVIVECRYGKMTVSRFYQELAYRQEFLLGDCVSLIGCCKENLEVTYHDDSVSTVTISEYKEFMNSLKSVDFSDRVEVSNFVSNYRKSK
An asterisk follows results filed as active; . = not tested or not shown. Compounds were not picked by outcome; overall some 4.3% were active at least once.

No. | SR-BI DiI-HDL act | CAL PDZ FP-1 | dFosB act | PvdQ inh | MITF act | SR-BI HDL uptake | CAL PDZ FP-2 | PfHsp90 yeast 2 | NSD2 inh | Rtt109 Vps75 | SMILES
1 | -57 | . | -4 | -3 | 12 | 57 | -0.8 | -13 | 0 | -3 | Cc1sc(NC(=O)c2cccc(N3C(=O)CCC3=O)c2)nc1-c1ccccc1
2 | 5 | 0 | 1 | 1 | -5 | -5 | 0.3 | 6 | -4 | -10 | O=C1CSc2ccc(C(=O)O)cc2N1
3 | 10 | -2 | -1 | -13 | -4 | -10 | -2.4 | -18 | 4 | 5 | CCN(CC(=O)NCc1ccc(F)cc1)C(=O)c1ccc(C)o1
4 | 9 | 6 | -11 | -14 | . | -9 | . | . | 2 | 1 | COc1ccc(C2=NO[C@@H]3C(=O)N(c4cccc(C)c4C)C(=O)[C@H]23)cc1OC
5 | -8 | 0 | -3 | 1 | 3 | 8 | -0.2 | 16 | . | 16 | CCC(C)NC(=O)CN(c1ccc2c(c1)OCO2)S(=O)(=O)c1c(C)n[nH]c1C (configuration not stated)
6 | -37 | -3 | -2 | 11 | -8 | 37 | -2.1 | -9 | -3 | 13 | O=C(OCc1ccccc1)N1CCOCCN(C(=O)OCc2ccccc2)CCOCC1
7 | 21 | -1 | 6 | 7 | -16 | -21 | -2.5 | -13 | -2 | 4 | COC(=O)NCC12CC3CC(C1)CC(CNC(=O)OC)(C3)C2
8 | 21 | . | -5 | 2 | . | -21 | 0.3 | -3 | . | 3 | CC1=C(C#N)C(c2cccnc2)C2=C(CCCC2=O)N1 (configuration not stated)
9 | 7 | 0 | -1 | 3 | . | -7 | 0.6 | 3 | -1 | -2 | CCc1nnc(NC(=O)CN2CCN(Cc3ccccc3C)CC2)s1
10 | -7 | 1 | -6 | 4 | 53 | 7 | 0.3 | 5 | -11 | 0 | CCCCC(=O)OCC(=O)c1ccc(OCC)cc1
11 | 5 | 0 | -4 | -2 | -1 | -5 | -1.7 | -2 | -2 | 6 | COC(=O)CC1Oc2ccccc2N(Cc2ccc(C)cc2)C1=O (configuration not stated)
12 | 5 | -3 | 1 | 4 | 2 | -5 | -1.4 | 30 | -5 | -5 | CN=C(C)/C(C(=O)OC)=C(/O)c1ccc(Cl)cc1Cl
13 | -21 | 0 | 6 | -10 | . | 21 | -2.1 | 27 | -3 | 0 | O=S(=O)(c1ccc(F)cc1)N1CCc2ccccc21
14 | -8 | -5 | -8 | -4 | 3 | 8 | 0.4 | -9 | -1 | -6 | O=C(CCC(=O)N(CC(=O)NC1CCCCC1)Cc1ccco1)Nc1nccs1
15 | 3 | -8 | -1 | -2 | -6 | -3 | 0.4 | -13 | 17 | -4 | O=C(N/N=C/c1cc(Br)c(O)c(Br)c1O)c1cccnc1
16 | 36 | 0 | -12 | 3 | 5 | -36 | 0.0 | 28 | . | 5 | COc1ccc(C(C(=O)NC2CCCC2)N(C(=O)c2ccoc2C)c2cc(C)cc(C)c2)cc1 (configuration not stated)
17 | 11 | -4 | -6 | -13 | 16 | -11 | -0.7 | -20 | -11 | -5 | CSc1ccc(S(=O)(=O)NCCSC(C)(C)C)cc1
18 | . | -3 | -13 | -5 | . | . | -0.8 | -8 | -1 | -3 | O=C(Nc1cccn(Cc2c(Cl)cccc2Cl)c1=O)c1ccc(Cl)cc1Cl
19 | 2 | -1 | -8 | 16 | -8 | -2 | -2.6 | -3 | -1 | . | OC(CN1CCOCC1)c1ccc(F)cc1 (configuration not stated)
20 | -27 | . | -23 | -1 | 3 | 27 | -1.5 | -13 | 1 | 5 | O=C(NCc1ccco1)c1cc(-c2cccnc2)nc2ccc(Cl)cc12
21 | -11 | -1 | -3 | -12 | . | 11 | -0.4 | . | -3 | . | COC(=O)CCS(=O)(=O)c1cc(Cl)ccc1Cl
22 | -3 | -4 | -2 | 2 | 6 | 3 | -4.5 | -11 | 6 | 4 | COc1ccc(C2/C(=C(\O)c3ccc4c(c3)OCCO4)C(=O)C(=O)N2c2nc(C)c(C(C)=O)s2)cc1 (configuration not stated)
23 | -1 | 1 | -4 | 3 | 2 | 1 | 0.8 | -3 | -2 | 2 | COc1ccc(NC(=O)CN2C(=O)c3cccc4cccc2c34)cc1OC
24 | 20 | -1 | -4 | -10 | -8 | -20 | -0.9 | 7 | . | 1 | CC1(C(=O)O)C=CC2(CCCCC2)N1C(=O)c1ccccc1 (configuration not stated)
25 | 8 | -4 | 3 | 2 | -4 | -8 | -1.2 | 3 | . | -1 | CCOC(=O)c1c(C)nc2sc3c(=O)n(-c4ccc(C)cc4)cnc3c2c1-c1ccc(OC)cc1
26 | -19 | . | 0 | -5 | -8 | 19 | 0.3 | 3 | 3 | 0 | Cc1ccc(NC(=S)N2CCN(S(=O)(=O)c3c(F)cccc3F)CC2)cc1C
27 | -25 | . | -8 | -12 | -2 | 25 | -0.8 | 31 | -1 | 1 | CC(C)(C)c1ccc(-n2ncc3c2CCCC3NC(=O)CN2CCCC2=O)cc1 (configuration not stated)
28 | -30 | . | -5 | -3 | . | 30 | -0.2 | -11 | 1 | -5 | COc1ccccc1N1CCN(/N=C/c2ccc([N+](=O)[O-])cc2)CC1
29 | 0 | . | -1 | -9 | . | 0 | -0.8 | -8 | . | -4 | Cc1oc(-c2ccccc2F)nc1CS(=O)CC(=O)NCc1ccc2c(c1)OCO2 (configuration not stated)
30 | 5 | . | -6 | -12 | 15 | -5 | -3.0 | 10 | 1 | 3 | Cc1ccc(C(=O)Nc2ncc(C)s2)o1

Four entries from above, field by field.
3	CCN(CC(=O)NCc1ccc(F)cc1)C(=O)c1ccc(C)o1
- SR-BI DiI-HDL act = 10
- CAL PDZ FP-1 = -2
- dFosB act = -1
- PvdQ inh = -13
- MITF act = -4
- SR-BI HDL uptake = -10
- CAL PDZ FP-2 = -2.4
- PfHsp90 yeast 2 = -18
- NSD2 inh = 4
- Rtt109 Vps75 = 5

9	CCc1nnc(NC(=O)CN2CCN(Cc3ccccc3C)CC2)s1
- SR-BI DiI-HDL act = 7
- CAL PDZ FP-1 = 0
- dFosB act = -1
- PvdQ inh = 3
- MITF act = .
- SR-BI HDL uptake = -7
- CAL PDZ FP-2 = 0.6
- PfHsp90 yeast 2 = 3
- NSD2 inh = -1
- Rtt109 Vps75 = -2

18	O=C(Nc1cccn(Cc2c(Cl)cccc2Cl)c1=O)c1ccc(Cl)cc1Cl
- SR-BI DiI-HDL act = .
- CAL PDZ FP-1 = -3
- dFosB act = -13
- PvdQ inh = -5
- MITF act = .
- SR-BI HDL uptake = .
- CAL PDZ FP-2 = -0.8
- PfHsp90 yeast 2 = -8
- NSD2 inh = -1
- Rtt109 Vps75 = -3

13	O=S(=O)(c1ccc(F)cc1)N1CCc2ccccc21
- SR-BI DiI-HDL act = -21
- CAL PDZ FP-1 = 0
- dFosB act = 6
- PvdQ inh = -10
- MITF act = .
- SR-BI HDL uptake = 21
- CAL PDZ FP-2 = -2.1
- PfHsp90 yeast 2 = 27
- NSD2 inh = -3
- Rtt109 Vps75 = 0

3 entries from above, in transposed form.
5: CCC(C)NC(=O)CN(c1ccc2c(c1)OCO2)S(=O)(=O)c1c(C)n[nH]c1C (configuration not stated)
8: CC1=C(C#N)C(c2cccnc2)C2=C(CCCC2=O)N1 (configuration not stated)
6: O=C(OCc1ccccc1)N1CCOCCN(C(=O)OCc2ccccc2)CCOCC1

| Compound | 5 | 8 | 6 |
| --- | --- | --- | --- |
| SR-BI DiI-HDL act | -8 | 21 | -37 |
| CAL PDZ FP-1 | 0 | . | -3 |
| dFosB act | -3 | -5 | -2 |
| PvdQ inh | 1 | 2 | 11 |
| MITF act | 3 | . | -8 |
| SR-BI HDL uptake | 8 | -21 | 37 |
| CAL PDZ FP-2 | -0.2 | 0.3 | -2.1 |
| PfHsp90 yeast 2 | 16 | -3 | -9 |
| NSD2 inh | . | . | -3 |
| Rtt109 Vps75 | 16 | 3 | 13 |

Continued:
No. | SR-BI DiI-HDL act | CAL PDZ FP-1 | dFosB act | PvdQ inh | MITF act | SR-BI HDL uptake | CAL PDZ FP-2 | PfHsp90 yeast 2 | NSD2 inh | Rtt109 Vps75 | SMILES
31 | -34 | 0 | -3 | -14 | 20 | 34 | -1.4 | 33 | -1 | 7 | Cc1ccc(NC(=O)NC2CCCc3ccccc32)cc1 (configuration not stated)
32 | -38 | 0 | -4 | 9 | -1 | 38 | -0.9 | 0 | 15 | 5 | COc1ccc(CC2(C)OC(c3ccc([N+](=O)[O-])cc3)=NN2C(C)=O)cc1 (configuration not stated)
33 | 9 | . | -9 | -4 | 11 | -9 | 3.8 | -2 | 9 | -4 | Cc1ccc(C2(C)NC(=O)N(CC(=O)NCCN3C(=O)S/C(=C\c4cccnc4)C3=O)C2=O)cc1 (configuration not stated)
34 | 0 | 2 | 5 | -3 | . | 0 | -0.5 | . | -5 | -5 | CCCc1nnc(SCC(=O)N2CCCCC2)n1CCCOC
35 | 44 | -4 | -3 | 1 | 3 | -44 | 0.0 | -12 | -1 | -2 | C[N+]1(CC2COC3(CCCCC3)O2)CCCCC1 (configuration not stated)
36 | -8 | 3 | -5 | -9 | 2 | 8 | -0.5 | -18 | . | 3 | COc1ccc(C2CC(=O)c3c(O)cc(O)cc3O2)c(CC=C(C)C)c1OC (configuration not stated)
37 | 12 | -2 | 0 | -8 | 5 | -12 | . | 5 | -2 | 9 | CC(CN1CCOCC1)OC(=O)c1ccccc1Br (configuration not stated)
38 | -3 | -1 | -8 | -1 | 5 | 3 | -2.0 | 6 | -1 | 8 | COc1ccc(C(=O)NCCN2C(=O)S/C(=C\c3cccnc3)C2=O)c(OC)c1OC
39 | . | -1 | -3 | -11 | -11 | 10 | -1.7 | 12 | -2 | 3 | Cc1ccc(C(C)NC(=S)NC2CCCCC2)c(C)c1 (configuration not stated)
